Bioassay records (PubChem)
PV pol inh = poliovirus RdRp elongation inhibitors, primary screen, biochemical, fluorescence polarization, total intensity; Genome polyprotein (Poliovirus type 1 (strain Mahoney)), P03300; poliovirus polymerase elongation; stronger effect = lower value; % elongation, % (compound at 16.7 µg/mL); 150,000 tested, 0.66% active; in the data active means % elongation below about 90%; further: some results filed as inactive read as strong as hits
Target sequence (P03300 1749-2209 limits assumed): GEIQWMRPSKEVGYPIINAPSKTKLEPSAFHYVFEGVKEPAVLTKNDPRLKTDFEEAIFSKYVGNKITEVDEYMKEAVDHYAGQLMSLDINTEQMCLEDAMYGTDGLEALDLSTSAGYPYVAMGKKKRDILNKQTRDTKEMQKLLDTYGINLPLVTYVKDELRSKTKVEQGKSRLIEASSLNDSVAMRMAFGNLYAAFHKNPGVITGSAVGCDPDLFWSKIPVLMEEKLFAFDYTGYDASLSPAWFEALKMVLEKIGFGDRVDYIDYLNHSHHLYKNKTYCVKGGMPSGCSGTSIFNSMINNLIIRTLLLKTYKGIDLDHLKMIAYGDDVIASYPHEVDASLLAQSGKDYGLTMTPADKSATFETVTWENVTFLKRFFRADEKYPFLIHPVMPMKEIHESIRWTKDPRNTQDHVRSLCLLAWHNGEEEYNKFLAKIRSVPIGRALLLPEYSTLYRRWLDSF
PV pol inh FP z-score = second read-out of PV pol inh, no call of its own (marks repeat the call); z-score; measured here: FP z-score; hits read low
* hit, by the source's call; & = joins results of further samples.

Order of values – PV pol inh	PV pol inh FP z-score
> Cc1cccc(Cn2c(C)c(CNC3CCCCCC3)c(C(=O)O)c2C)c1
    108.0	-0.1
> O=C(NCN1CCN(Cc2ccccc2)CC1)c1ccccc1
    103.0	0.2
> Cc1ccc(S(=O)Cc2ccc(C(=O)NCc3ccc(OC(C)C)cc3)o2)cc1 (stereo unspecified)
    102.0	-1
> O=C(CC1SC(=NC2CC2)NC1=O)NCc1ccccc1 (stereo unspecified)
    102.0	-0.1
> O=C(Nc1nnc(-c2ccc3c(c2)OCCO3)o1)c1ccc(NS(=O)(=O)c2ccccc2)cc1
    99.0	-1.1
> CC12Nc3ccccc3C1(C)CCO2 (stereo unspecified)
    101.0	-0.2
> COc1ccc(S(=O)(=O)Nc2c(C)nc3nc[nH]n3c2=O)cc1
    111.0	1.5
> O=C(/C=C/c1ccc(Cl)cc1)N1CCN(c2ccccc2)CC1
    98.0	-0.4
> Cc1cc2ncn(CCC(=O)Nc3ccccc3F)c2cc1C
    106.0	1.7
> O=C(CCN1C(=O)C2C3C=CC(C3)C2C1=O)NC1CCCCC1 (stereo unspecified)
    101.0	0.2
> Cc1nn(-c2ccccc2)c2sc(C(=O)NN3CC(O)=C(c4ccccc4)C3=N)cc12
    107.0	0.6
> Cc1ccc(-c2noc(CNC(=O)NC3CCCCC3)n2)cc1
    103.0	0.7
> CCc1ccccc1S(=O)(=O)Cc1ccc(C(=O)NCCc2ccc(C)cc2)o1
    108.0	0.3
> Cc1ccc(S(=O)(=O)N(CCC(=O)O)c2ccccc2)cc1
    98.0	-0.6
> CC(C)C(=O)N=C1SC2CS(=O)(=O)CC2N1CCc1ccccc1 (stereo unspecified)
    103.0	-0.3
> CCOC(=O)c1cc(-c2nnc(-c3cccc(C)c3)o2)c(C)nc1C
    104.0	0.6
> CCCOc1ccc(CNC(=O)c2cc3ccccn3n2)cc1
    117.0	2.1
> CC1=NN(C(N)=S)C(=O)C1
    100.0	-0.3
> CCN(CC)CCOc1ccccc1N
    99.0	-0.8
> Cc1cc(C(=O)Nc2cccnc2)nn1C(C)(C)C
    99.0	-0.5

Of the compounds above, these contain four or more nitrogen atoms:
Order of values – PV pol inh	PV pol inh FP z-score
> O=C(Nc1nnc(-c2ccc3c(c2)OCCO3)o1)c1ccc(NS(=O)(=O)c2ccccc2)cc1
    99.0	-1.1
> COc1ccc(S(=O)(=O)Nc2c(C)nc3nc[nH]n3c2=O)cc1
    111.0	1.5
> Cc1nn(-c2ccccc2)c2sc(C(=O)NN3CC(O)=C(c4ccccc4)C3=N)cc12
    107.0	0.6
> Cc1ccc(-c2noc(CNC(=O)NC3CCCCC3)n2)cc1
    103.0	0.7
> Cc1cc(C(=O)Nc2cccnc2)nn1C(C)(C)C
    99.0	-0.5

New compounds follow.
Order of values – PV pol inh	PV pol inh FP z-score
> COc1cccc(N=C=S)c1
    102.0	0.2
> CN(C)Cc1ccc(C(=O)Oc2ccc(C(C)(C)C)cc2)cc1
    104.0	0.1
> Cc1cc(C(=O)N2CCN(c3ccc(F)cc3)CC2)c2c(C)nn(-c3cccc(Cl)c3C)c2n1
    113.0	1.1
> CCOC(=O)c1cccc(NCN2C(=O)c3ccccc3C2=O)c1
    100.0	-0.4
> c1nc(NCCc2ccsc2)c2nc3n(c2n1)CCCCC3
    102.0	0.2
> CC(C)(C)c1nnc2sc(SC/C(O)=C(\C#N)c3nc4ccccc4[nH]3)nn2c1=O
    112.0	1.5
> O=C(CSc1nnc(-c2cccs2)o1)Nc1cccc(C(F)(F)F)c1
    105.0	-0.1
> CCOC(=O)CSc1cn(Cc2ccc(Cl)cc2)c2ccccc12
    102.0	0.1
> CCOC(=O)N1CCC(Nc2nc(-c3ccccc3)no2)CC1
    102.0	0.9
> Cc1ccc(S(=O)(=O)NCC2CCC(C(=O)O)CC2)cc1 (stereo unspecified)
    101.0	-0.1
> Cc1nc(COC(=O)Cc2coc3cc4c(cc23)CCC4)cs1
    117.0	1.8
> COc1ccc(NC(=S)N/N=C/c2ccc(N3CCOCC3)o2)cc1
    115.0	5
> Cc1ccc(CNCc2c(C(=O)O)c(C)n(Cc3ccc(C)cc3)c2C)cc1
    110.0	0.1
> O=C(Cn1cnc2sc(-c3ccccc3)cc2c1=O)N1CCCC1
    100.0	-0.1
> CCC(C)NC(=O)C(C)n1sc2ccccc2c1=O (stereo unspecified)
    103.0	0
> Cn1c(N)c(C(=O)N/N=C/c2ccccc2)sc1=S
    99.0	-0.8
> O=C(COc1ccc2c(c1)[nH]c1ccccc12)NC1CC1
    101.0	-0.5
> COc1cccc(C(=O)Nc2cc(-c3ccccc3)no2)c1
    106.0	-0.2
> Cc1cc(C)nc(SCC(=O)C(C)(C)C)n1
    102.0	0
> CS(=O)(=O)N(Cc1nnc(-c2cccs2)o1)c1ccc(Cl)cc1F
    101.0	-0.4

Sorted by molecular weight (rising): three of the compounds above.
Order of values – PV pol inh	PV pol inh FP z-score
> O=C(COc1ccc2c(c1)[nH]c1ccccc12)NC1CC1
    101.0	-0.5
> CN(C)Cc1ccc(C(=O)Oc2ccc(C(C)(C)C)cc2)cc1
    104.0	0.1
> O=C(CSc1nnc(-c2cccs2)o1)Nc1cccc(C(F)(F)F)c1
    105.0	-0.1

The listing continues.
Order of values – PV pol inh	PV pol inh FP z-score
> Cc1ccc2c(c1)cc(C(=O)Nc1ccc(F)cc1F)n2C
    115.0	2
> CCCOc1ccc(C2c3c(-c4ccccc4O)n[nH]c3C(=O)N2CCCOCC)cc1OCC (stereo unspecified)
    103.0	-0.9
> CCc1ccc(-n2c(=O)c3c4c(sc3n(CC(=O)c3ccc(Br)cc3)c2=O)CCC4)cc1
    101.0	-1.5
> CCOc1cccc(C(=O)Oc2cccc3ccc(C)nc23)c1
    99.0	-0.5
> CCN1CCN(C(=O)c2ccc(CS(=O)(=O)Cc3ccccc3F)o2)CC1
    101.0	-0.6
> O=C(COC(=O)Cn1nc(-c2ccccc2)oc1=O)Nc1ccc(F)cc1
    103.0	0
> COc1ccc(CCN2C(=O)NC(NC(=O)c3ccccc3OC)(C(F)(F)F)C2=O)cc1OC (stereo unspecified)
    103.0	-0.1
> N=C1/C(=C\c2coc3ccccc3c2=O)C(=O)N=C2SC=NN12
    71.0	-7.8
> O=C(Cn1c(=O)c2cccn2c2ccccc21)NCCc1ccc(Cl)cc1
    101.0	0.1
> O=C(O)c1ccc2c(c1)CCCC2
    101.0	-0.2
> O=C(NC1CCCCC1)c1ccc2c(c1)N(Cc1ccccc1Cl)C(=O)c1ccccc1S2
    108.0	0.4
> COc1cccc(CNC(=O)Cn2ccc3cc(S(=O)(=O)N4CCCC4)ccc32)c1OC
    108.0	0
> O=Nc1[nH]c(O)c2cc(Br)ccc12
    101.0	-0.1
> COc1ccc(C(=O)c2cn(Cc3ccccc3F)c3ccc(F)cc3c2=O)cc1
    107.0	0
> Cc1nn(C)c2nc(-c3cccs3)cc(C(F)(F)F)c12
    104.0	0.5
> COC(=O)c1ccc(C=C(C#N)C#N)n1-c1ccc(F)cc1
    104.0	0.7
> Cc1nc(N)[nH]c(=O)c1Oc1ccccc1
    96.0	-0.9
> O=C1CCCN1CN1CCCCC1
    103.0	0.4
> Cn1ccnc1C(=O)c1ccc(Cl)c(S(=O)(=O)N2CCCCCC2)c1
    105.0	-0.2
> O=C(CSc1cn(CCNC(=O)c2ccccc2F)c2ccccc12)Nc1ccc2c(c1)OCCO2
    107.0	0.7

Later entries.
smiles	PV pol inh	PV pol inh FP z-score
COc1ccc(Cn2c(CNS(=O)(=O)c3ccc(Cl)s3)nc3cccnc32)cc1	114.0	1.5
CC(NCc1cccs1)C12CC3CC(CC(C3)C1)C2 (stereo unspecified)	100.0	-0.1
Cc1cc(C)c(C(=O)O)c(=O)[nH]1	106.0&103.0	0.3&0.5
Cc1ccc(C(=O)Sc2nc(C)cc(C)n2)cc1	103.0	0.2
COC(=O)c1ccc(COC(=O)c2ccc(OCc3c(C)noc3C)cc2)cc1	107.0	0.5
Cc1c(C(=O)Nc2ccccc2Cl)sc2ncnc(N(C)C3CCCCC3)c12	121.0	3.4
CC(=O)Nc1cccc(OC(=O)c2ccoc2C)c1	94.0	-1.8
Cc1cc(C(=O)CO/N=C/c2ccco2)c(C)n1-c1ccc(OC(F)F)cc1	106.0	0.8
CCCN(CC(=O)Nc1cc(C)on1)S(=O)(=O)c1cccc(C(F)(F)F)c1	105.0	0.6
CCOC(=O)c1sc(SC)c2c1CCCC21SCCS1	104.0	-0.2
CS(=O)(=O)NC(c1ccccc1)c1ccccc1	107.0	0.3
Cc1ccccc1NC(=O)Nc1nnc(N(C)Cc2ccccc2)s1	110.0	0.6
O=C(O)c1c(CNCCc2ccco2)c2ccccc2n1Cc1ccccc1	101.0	-0.3
O=S1(=O)c2ccccc2Nc2ccccc21	104.0	0.5
Cc1cc(N2CCC(C(=O)Nc3ccccc3Cl)CC2)n2nc(C)c(-c3ccc(Cl)cc3)c2n1	107.0	0.5
COc1cc(C(=O)Oc2c(Sc3ccccc3)c(C)nn2-c2ccccc2)cc(OC)c1OC	106.0	0.5
CCc1cccc(NC(=O)Cn2c(=O)n3nc(-c4cccc(F)c4)nc3c3ccccc32)c1	106.0	0
COC(=O)c1ccc(OC)c(Cn2c(=O)n(-c3cccc(Cl)c3)c(=O)c3c4c(sc32)CN(C(C)=O)CC4)c1	107.0	0.5
COCCNC(=O)Cn1nnc(-c2ccc(OC)cc2)n1	101.0	-0.4
Cc1ccc(NC(=O)CNc2ccccc2)cc1Cl	101.0	0.6
O=C1Nc2ccccc2C1(O)C/C(=N/O)c1ccco1 (stereo unspecified)	102.0	0.2
O/N=C/C=C/c1cn(Cc2ccccc2)nn1	102.0	-0.1
Cc1cc(C)c(C(=O)COC(=O)c2c(C)noc2C)cc1C	106.0	0.4
COc1ccccc1CNC(=O)Cc1csc2nc(-c3ccc(F)cc3)cn12	114.0	1.8
COc1ccc(CCN(C)C(=O)COc2ccc(NC(C)=O)cc2)cc1OC	100.0	-0.4
CCOC(=O)c1c(N)sc(N)c1C(=O)OCC	98.0	-0.2
O=C(NCC(c1cccs1)N1CCOCC1)c1cc(F)cc(F)c1 (stereo unspecified)	103.0	-0.1
CCCCOc1ccc(CNC(=O)c2ccc(NC(=O)N3CCCCc4ccccc43)cc2)cc1	109.0	0.3
CCc1cc(=O)oc2cc(C)c3c(C(C)(C)C)coc3c12	104.0	0.8
COc1ccccc1N1CCN(C(=O)c2cnn(C(C)(C)C)c2C2CCN(C(=O)OC(C)(C)C)CC2)CC1	115.0	1

More structures follow:
smiles	PV pol inh	PV pol inh FP z-score
CC1=C(C(=O)Nc2ccccc2)C(c2ccc(C)o2)NC(=S)N1 (stereo unspecified)	101.0	-0.3
O=C(CSc1nnc(C2COc3ccccc3O2)n1-c1ccccc1)Nc1ccc2c(c1)OCCO2 (stereo unspecified)	101.0	-0.1
CC(=O)Nc1ccccc1OC(=O)N(C)C	107.0	1.1
CCc1n[n+](CC(=O)c2ccccc2)c(N)s1	104.0	0.2
N#CCCN(Cc1cccnc1)S(=O)(=O)c1cccc(Cl)c1Cl	102.0	-0.1
O=S(=O)(NCC(c1ccco1)N1CCN(c2ccc(F)cc2)CC1)c1ccccc1 (stereo unspecified)	102.0	-1.2
O=C1CCC(=O)N1CCC(c1ccccc1)c1ccco1 (stereo unspecified)	101.0	0
O=C(CN1CCCCCC1=O)NCCc1ccc2c(c1)OCCO2	102.0	0
CC1C/C(=C\c2ccccn2)C(=O)/C(=C/c2ccccn2)C1 (stereo unspecified)	101.0	-0.4
COc1ccc(NC(=O)CCn2cnnn2)cc1	106.0	0.6
CSc1nnc2[nH]c(=O)cc(C)n12	111.0	0.9
O=c1oc2ccccc2n1CCCOc1ccc2ccccc2c1	104.0	0
COC(=O)c1cc(S(=O)(=O)N2CCOCC2)oc1C	103.0	-0.3
COc1ccc(CC2(C)OC(c3ccncc3)=NN2C(C)=O)cc1 (stereo unspecified)	98.0	-1.2
Cc1ccc2nc(C)cc(C)c2c1	102.0	0.3
Cc1cc(NC(=O)CSc2nc3c(sc4ccccc43)c(=O)n2CCc2ccccc2)n[nH]1	105.0	0.7
Cc1cc(F)ccc1NC(=O)c1sc2nc(-c3cccs3)ccc2c1N	113.0	0.4
CCCCCNC(=O)c1ccc2c(c1)nc(C)n2-c1cccc(C)c1	109.0	0.1
CCOc1ccc(C(=O)NCCS(=O)(=O)N2CCN(c3ccccc3F)CC2)cc1OCC	112.0	1.1
Cc1nnc(N2CCC(C(=O)NCCc3ccccc3Cl)CC2)c2nn(-c3ccccc3)c(C)c12	105.0	-0.1
c1coc(-c2nc3ccccc3n2CCC2CCCCC2)c1	103.0	-0.1
O=C(Cn1nnc(-c2ccccc2NC(=O)c2cnccn2)n1)Nc1ccc2c(c1)OCCO2	103.0	0.5
CCn1c(=O)c2sccc2n2c(CCCC(=O)N3CCN(c4ccc(OC)cc4)CC3)nnc12	49.0*	-7.1*
Cn1c(SCC(=O)N2CCCC2=O)nc2ccccc21	102.0	-0.1
CC(C)n1c(=O)[nH]c2cc(C(=O)Nc3ccccc3N3CCCC3)ccc21	102.0	0.2
COC(=O)C1C(=O)C2=C(CC1C)NC(C)=C(C(=O)OC1CCCC1)C2c1ccc(C)o1 (stereo unspecified)	100.0	0.1
COc1cc(-c2nnc(SCC(=O)N3CCCC3)o2)cc(OC)c1OC	99.0	-1.4
Cc1ccccc1Cn1c2ccccc2c2cnn(CC(=O)NC3CCC(C)CC3)c(=O)c21 (stereo unspecified)	104.0	-0.5
Cn1c(C(=O)NCc2ccccc2Cl)cc2sc(Cl)cc21	110.0	0.1
COc1ccccc1N1CCN(S(=O)(=O)c2ccc3c(c2)oc(=O)n3C)CC1	107.0	0.5

Later entries.
smiles	PV pol inh	PV pol inh FP z-score
COc1ccc(N(Cc2ccno2)S(=O)(=O)c2ccccc2)cc1	97.0	-0.2
COc1ccc(NC(=O)Nc2cccc(C)c2)cc1	94.0	-0.5
Cc1cc(N2CCCC2)c2ccccc2n1	100.0	-0.4
O=C(CNCC1CCCO1)NCc1ccco1 (stereo unspecified)	106.0	2.2
COc1cc2cc3c4cc(OC)c(OC)cc4cc[n+]3c(C)c2cc1OC	88.0*	-1.1*
COc1cccc(NC(=O)CCSc2nc(-c3ccco3)cc(C(F)(F)F)n2)c1	90.0*	-1.4*
CC1C(=O)NN=C1C(=O)N=Nc1c(O)[nH]c2ccccc12 (stereo unspecified)	102.0	-0.1

Only part of the results is shown, so the mix of outcomes need not match the whole.
